CRFR2-BP ag – agonists of CRF-BP/CRF-R2 complex, primary screen, cell-based, HEK293, calcium dye fluorescence, uHTS; CRF-binding protein / CRF receptor 2 complex (human); calcium dye fluorescence (FLIPR); percent of saturating CRF peptide response; 350,000 tested, 0.46% active; AID 588473, 2011; activation, % at 13.2 µM;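 active = activation of at least 50%, plus an integration ratio under a set limit after plate pattern correction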;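 also: plate controls were neutral control wells without compound for no effect and CRF at EC100 for full effect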
M5 ag – human M5 muscarinic receptor agonists, primary screen, CHO-K1 cells, Fluo-8 calcium fluorescence; CHO-K1 hM5 cells; 0% DMSO wells, 100% maximal acetylcholine response; Muscarinic acetylcholine receptor M5 (Homo sapiens), P08912; AID 624037, 2012; 360,000 tested, 0.19% active; activation, % at 3 µM;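 active = activation above the run's mean over test compounds plus 3 SD, cut at about 23% in these data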;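 also: signal is peak over basal fluorescence ratio across the kinetic read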
Target sequence (P08912 whole entry, looked up): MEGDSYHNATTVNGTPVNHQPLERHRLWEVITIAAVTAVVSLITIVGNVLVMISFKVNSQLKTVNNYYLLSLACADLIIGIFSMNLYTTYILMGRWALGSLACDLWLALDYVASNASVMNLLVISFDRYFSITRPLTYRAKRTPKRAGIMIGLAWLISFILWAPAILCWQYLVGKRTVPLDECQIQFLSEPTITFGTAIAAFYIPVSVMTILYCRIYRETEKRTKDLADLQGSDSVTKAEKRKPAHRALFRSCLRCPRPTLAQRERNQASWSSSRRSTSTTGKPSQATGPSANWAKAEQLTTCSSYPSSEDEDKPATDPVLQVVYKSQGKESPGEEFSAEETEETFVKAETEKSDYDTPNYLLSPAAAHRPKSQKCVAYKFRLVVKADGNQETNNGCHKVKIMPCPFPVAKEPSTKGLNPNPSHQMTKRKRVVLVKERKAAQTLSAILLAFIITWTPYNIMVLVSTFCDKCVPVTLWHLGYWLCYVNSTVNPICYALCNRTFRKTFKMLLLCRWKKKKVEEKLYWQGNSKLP
CHRM4 PAM – human M4 muscarinic receptor positive allosteric modulators, primary screen, CHO-K1 cells, Fluo-8 calcium fluorescence; activation, % at 3 µM; 360,000 tested, 0.4% active; Muscarinic acetylcholine receptor M4 (Homo sapiens), P08173; CHO-K1 hM4/Gqi5, ACh EC20; 0% = ACh EC20, 100% = maximal ACh;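 active = activation above its plate's cutoff, the mean activation of sample wells plus 3 SD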; also: some results filed as inactive read as strong as hits
Target sequence (P08173 whole entry, looked up): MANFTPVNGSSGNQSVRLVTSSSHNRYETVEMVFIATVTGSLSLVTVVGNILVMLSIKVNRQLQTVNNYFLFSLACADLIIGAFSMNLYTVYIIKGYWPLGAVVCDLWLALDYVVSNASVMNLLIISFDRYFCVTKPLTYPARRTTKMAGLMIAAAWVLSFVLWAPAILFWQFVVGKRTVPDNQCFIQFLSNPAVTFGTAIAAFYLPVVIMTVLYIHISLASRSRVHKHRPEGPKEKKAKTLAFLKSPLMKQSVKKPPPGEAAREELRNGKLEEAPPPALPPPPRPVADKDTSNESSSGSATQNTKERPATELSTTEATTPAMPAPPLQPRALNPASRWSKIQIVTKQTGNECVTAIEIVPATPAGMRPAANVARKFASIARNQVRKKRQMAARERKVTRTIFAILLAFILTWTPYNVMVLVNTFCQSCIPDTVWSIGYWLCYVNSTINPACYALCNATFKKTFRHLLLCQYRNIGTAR
TAAR1 antagonist – human TAAR1 antagonists, primary screen, Fluo-8 calcium fluorescence, CHO RD-HGA16 cells | antagonist | inhibition, % at 3 µM | 360,000 tested, 1.5% active;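 active = inhibition above a per-plate cutoff, the mean inhibition of test compounds on that plate plus 3 SD, cut at about 49% in these data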;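 also: 0% = DMSO plus EC80 beta-PEA response and 100% = DMSO alone without agonist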
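System: CHO RD-HGA16 cells bearing hTAAR1. Reagent: EC80 β-phenethylamine stimulus. Schedule: seeding 17-24 h prior, 75-min 37 °C, 30-min RT dye loading. Signal: Fluo-8 intracellular calcium dye fluorescence, real-time kinetic reads. Read-out: % inhibition from peak post-agonist over basal fluorescence ratio. Benchmarks: vehicle wells and EC80 agonist wells. Replicates: n of 1.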
CRFR2-BP antag – antagonists of CRF-BP/CRF-R2 complex, primary screen, cell-based, HEK293, calcium dye fluorescence, uHTS. inhibition, % at 11.8 µM. 350,000 tested, 0.59% active. CRF-induced calcium fluorescence. AID 588475, 2011;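 active = inhibition of the ligand-induced calcium signal above about 50% at the single tested concentration, limit read from the data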
TAAR1 agonist – human TAAR1 agonists, primary screen, Fluo-8 calcium fluorescence, CHO RD-HGA16 cells | vehicle wells 0%, saturating PEA agonist 100% | activation, % at 3 µM | 360,000 tested, 0.99% active;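 active = activation above the mean activation of all test compounds in the run plus 3 SD, cut at about 38% in these data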
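Assay system: CHO-derived RD-HGA16 cells with stable Gα16 and human TAAR1; timing: 17-24 h seeding, 75 min 37 °C dye, 30 min RT; read-out: % activation from peak over basal fluorescence ratio, DMSO-to-PEA scaled; measured by: kinetic Fluo-8 calcium fluorescence; benchmarks: low control DMSO, high control PEA (EC100); doses: 3 µM single concentration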
M5 antag – human M5 muscarinic receptor antagonists, primary screen, CHO cells, Fluo-8 calcium fluorescence; AID 624040, 2012; Muscarinic acetylcholine receptor M5 (Homo sapiens), P08912; 360,000 tested, 0.59% active; inhibition, % at 3 µM; CHO-hM5 cells, ACh EC80;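 active = inhibition above a per-plate cutoff, the mean of that plate's test compounds plus 3 SD, cut at about 27% in these data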;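 also: 0% = acetylcholine EC80 with DMSO and 100% = DMSO without agonist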
M5 PAM – human M5 muscarinic receptor positive allosteric modulators, primary screen, CHO-K1 cells, Fluo-8 calcium fluorescence. activation, % at 3 µM. Muscarinic acetylcholine receptor M5 (Homo sapiens), P08912. 360,000 tested, 0.3% active. CHO-K1 hM5, ACh EC20 PAM; 0% = ACh EC20, 100% = ACh EC100;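 active = activation above the run cutoff, the mean activation of all test compounds plus 3 SD, cut at about 18% in these data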
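System – CHO-K1 hM5 cells · Compound – 3 µM, single dose · Incubation – compound preincubation 140 s before EC20 acetylcholine addition · Technique – Fluo-8 calcium fluorescence · Measure – Max/basal fluorescence ratio as % of EC20–EC100 ACh window · Benchmarks – low control EC20 acetylcholine (0%), high control EC100 acetylcholine (100%) · Replication – singlicate, one well per test compound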
CHO-K1 Ca PAM – nonselective calcium activators in parental CHO-K1 cells, primary screen, counter-screen for M1 PAM project, cell-based, Fluo-8 calcium fluorescence, full deck, 1536-well | ATP EC20; 0% at ATP EC20, 100% at ATP max | activation, % at 3 µM | 360,000 tested, 0.02% active | AID 602247, 2012;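 active = activation above the run cutoff, the mean activation of all test compounds plus 3 SD, cut at about 40% in these data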;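 also: peak over basal fluorescence ratio in a 140 s read after ATP addition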
Numbers without * were called inactive; / = no result given.

SMILES | CRFR2-BP ag | M5 ag | CHRM4 PAM | TAAR1 antagonist | CRFR2-BP antag | TAAR1 agonist | M5 antag | M5 PAM | CHO-K1 Ca PAM
COc1ccc(N2CCN(CCNC(=O)C3CCN(S(=O)(=O)c4cccs4)CC3)CC2)cc1 | -0.7 | 0 | -6 | / | 5 | / | 9 | -2 | 1
COc1ccc(NC(=O)C(Cc2ccccc2)NC(=O)c2ccco2)cc1OC (stereo not drawn) | -2.3 | 2 | 8 | 7 | -12 | 10 | -5 | 0 | 16
Cc1sc2ncnc(NCC(c3ccccc3)N(C)C)c2c1C (stereo not drawn) | 0.6 | -7 | -19 | -15 | -11 | 2 | 26 | -14 | -17
CC(=O)Oc1cccc(/C=C2\Sc3ccccc3C2=O)c1 | 13 | 5 | -5 | 14 | -35 | 1 | 3 | 1 | -7
Cc1nn(C)cc1CNC(=O)c1cccc(F)c1 | -2.2 | -3 | -4 | -4 | 10 | 10 | 4 | 0 | 22
Cc1cccc(C)c1OCC(=O)N(Cc1cccs1)C1CCS(=O)(=O)C1 (stereo not drawn) | -0.3 | 5 | -2 | -18 | 3 | 1 | -2 | 4 | 18
Cc1ccc2[nH]c(=O)c3cc(C(=O)NCCN4CCN(C)CC4)sc3c2c1 | 0.0 | 1 | 3 | 1 | 1 | 1 | 0 | -2 | 4
CCn1c(=O)c2c(nc3n2CC(C)CN3CCc2ccccc2)n(C)c1=O (stereo not drawn) | 0.1 | -1 | -5 | 9 | -22 | 1 | 4 | -8 | 15
NC(=O)CC(NC(=O)Cc1ccc(Cl)cc1)c1ccc(NCC2CC2)c([N+](=O)[O-])c1 (stereo not drawn) | 0.1 | 1 | 12 | 2 | 0 | 7 | -7 | 11 | 5
O=C(CCNc1ccc(F)cc1)c1cccc([N+](=O)[O-])c1 | -2.3 | -4 | -9 | 25 | 39 | 5 | -5 | -5 | 26
CCc1cccc2c(C(=O)CN3C(=O)NC4(CCc5ccccc54)C3=O)c[nH]c12 (stereo not drawn) | -0.6 | 0 | 2 | 15 | -5 | 16 | 8 | 5 | -5
COc1cccc(-c2noc(Cn3nc(C(=O)O)c4ccccc4c3=O)n2)c1 | 1.4 | -1 | 3 | -4 | -6 | -2 | 2 | 1 | 2
Cc1noc(C)c1C(=O)Nc1sc(C)c(-c2ccccc2)c1C#N | 2.4 | 3 | 6 | 0 | -52 | 10 | -2 | 4 | 13
COC(=O)CCC(=O)NC1CC(C)(C)Cc2c1cnn2-c1ccc(F)cc1 (stereo not drawn) | -1.5 | 2 | 3 | 2 | 4 | 1 | 9 | 6 | 8
Cc1ccc(S(=O)(=O)NCC(=O)OC(C)C(=O)NC(=O)NC2CCCCC2)cc1C (stereo not drawn) | -3.5 | 3 | 6 | 13 | 1 | 0 | -2 | -2 | 17
Cc1[nH]c2ccccc2c1C(=O)C(=O)NCc1ccncc1 | -0.4 | -3 | 12 | -11 | -22 | 3 | -1 | 5 | 24
N#Cc1ccc(C(=O)Nc2ccc(S(=O)(=O)NC3=NCCCCC3)cc2)cc1 | -0.6 | -3 | 10 | -1 | -5 | 12 | 11 | -11 | 13
CN(C)C(=O)CSc1nc(-c2ccccc2)c(-c2ccccc2)o1 | 1.3 | -6 | 6 | 11 | -14 | 15 | -2 | 7 | 23
CCOC(=O)CC(=O)CSc1nc2ccc(C)cc2cc1C#N | 13 | 4 | 2 | 23 | -54 | 27 | 3 | -5 | 9
CCCCCN(C(=O)CCC(=O)OCC(=O)N(CC#N)c1ccccc1)c1c(N)n(CCCC)c(=O)[nH]c1=O | -2.7 | -5 | -2 | -9 | 14 | -1 | -3 | 6 | 8
CCCCN(C=O)c1c(CC)nc2c(OCCOc3ccc(F)cc3)cccn12 | / | -1 | -6 | 7 | / | 2 | -5 | -2 | 4
C=CCNC(=O)Cn1nnc(-c2ccc(-c3ccc(OC)cc3)cc2)n1 | -0.3 | -4 | -3 | 11 | 1 | 0 | 11 | -5 | 13
COc1ccc(-n2c(-c3ccco3)nc3c(cnn3-c3ccc(C)cc3)c2=O)cc1 | 4.4 | -5 | -5 | -21 | 10 | 0 | 2 | 0 | 9
CC(Oc1ccc(C(=O)c2ccccc2)cc1)C(=O)N1CCOCC1 (stereo not drawn) | -2.1 | -2 | 0 | -33 | -7 | 6 | 10 | -7 | 17
CCCCNC(=O)C(=O)NC(C)CCc1ccccc1 (stereo not drawn) | -3.6 | -1 | 8 | -10 | -7 | 8 | 3 | -7 | 1
SMILES | CRFR2-BP ag | M5 ag | CHRM4 PAM | TAAR1 antagonist | CRFR2-BP antag | TAAR1 agonist | M5 antag | M5 PAM | CHO-K1 Ca PAM
C/C(=N\NC(=O)c1cc(C(C)C)[nH]n1)c1ccco1 | -1.3 | -1 | 1 | 13 | -15 | 14 | -3 | 10 | 4
Cc1oc(-c2ccccc2F)nc1CS(=O)(=O)CC(=O)N1CCN(c2ccccc2)CC1 | -1.1 | 6 | -6 | 5 | 10 | 5 | -3 | -11 | 8
CC(C)N1CCC(N2CCN(Cc3cccnc3)CC2CCO)CC1 (stereo not drawn) | -0.8 | -2 | 4 | 0 | -3 | 0 | -3 | 8 | 20
CCC(C)(C)n1nnnc1C(c1ccc(OC)c(OC)c1)N1CCN(c2ccccc2)CC1 (stereo not drawn) | -0.9 | -2 | 0 | -18 | 0 | 0 | 2 | -1 | 16
CC(C)(C)c1cc(OC(=O)C2CCCC2)ccc1O | 7.8 | -7 | -4 | 3 | -23 | -1 | 20 | -7 | -20
Cc1sc(NC(=O)Nc2ccccc2)c(C(N)=O)c1C | 0.0 | 0 | -4 | -5 | -10 | 0 | 11 | -16 | -7
[O-][n+]1c2c(nn1-c1ccc(Cl)c(Cl)c1)-c1nonc1CC2 | -2.0 | -3 | 2 | 8 | 11 | 4 | 2 | -2 | 7
CC(C)n1c(SCC(=O)N2CCN(C(=O)c3ccco3)CC2)nc2c1c(=O)n(C)c(=O)n2C | 0.1 | -3 | -2 | -16 | 12 | 0 | 0 | 7 | 22
Cc1ccc(OCC(=O)NCCCNC(=O)c2ccccn2)cc1 | -2.0 | -2 | -6 | 8 | 7 | -3 | 11 | -4 | -16
COC(=O)c1ccc2c(c1O)C(=O)c1ccccc1C2=O | -0.7 | 0 | 15 | 5 | -11 | 5 | 0 | 1 | 10
Cn1cnnc1SC1CCCCC1NS(=O)(=O)c1ccccc1 (stereo not drawn) | -0.2 | 2 | 8 | 5 | -5 | 10 | -1 | -1 | 17
CCONC(=O)Nc1ccccc1[N+](=O)[O-] | -2.0 | 0 | 5 | -15 | 19 | 5 | 4 | -1 | 16
CC(=O)c1ccc(OCC(=O)N(C2CCCCC2)C2CCS(=O)(=O)C2)cc1 (stereo not drawn) | 1.3 | -1 | 9 | -36 | 14 | 3 | 5 | 2 | 11
Cc1c(CCO)c(=O)[nH]n1S(=O)(=O)c1ccc([N+](=O)[O-])cc1 | -0.2 | -1 | 3 | -22 | 15 | 1 | 14 | -7 | 7
COc1ccccc1CNC(=O)C(C)n1nc(C)c2c(C)n(-c3ccccc3)nc2c1=O (stereo not drawn) | -1.1 | -5 | 2 | -14 | 4 | -2 | -1 | -3 | 8
Cc1ccccc1CN1CCN(CC(=O)NCc2ccccn2)C1=O | 1.3 | 3 | -7 | -16 | -4 | 0 | 5 | -9 | 2
Cc1cc(C)cc(C(=O)NCC(=O)NNC(=O)CSc2ccccc2F)c1 | 0.8 | 0 | 7 | -4 | 6 | 2 | 3 | -1 | 11
COc1ccc(-c2csc(N3CCSCC3)n2)cc1 | 3.2 | -3 | -7 | 37 | -22 | 1 | 4 | -7 | 3
COCC(=O)Nc1nc(-c2ccc([N+](=O)[O-])cc2)cs1 | -1.3 | 3 | 13 | 17 | 13 | -1 | 9 | 1 | 16
COc1ccc(N2CCN(C(=O)CCc3c[nH]c4ccccc34)CC2)cc1 | 1.8 | 3 | 7 | -4 | 0 | -1 | 13 | -8 | 13
CC(=O)N/N=C(\C)c1ccc(Br)cc1Br | -0.4 | -6 | -1 | -1 | -12 | 1 | 1 | 0 | 20

An excerpt of these results, with tabs.
mol	CRFR2-BP ag	M5 ag	CHRM4 PAM	TAAR1 antagonist	CRFR2-BP antag	TAAR1 agonist	M5 antag	M5 PAM	CHO-K1 Ca PAM
Cc1oc(-c2ccccc2F)nc1CS(=O)(=O)CC(=O)N1CCN(c2ccccc2)CC1	-1.1	6	-6	5	10	5	-3	-11	8
CC(C)N1CCC(N2CCN(Cc3cccnc3)CC2CCO)CC1 (stereo not drawn)	-0.8	-2	4	0	-3	0	-3	8	20
CCC(C)(C)n1nnnc1C(c1ccc(OC)c(OC)c1)N1CCN(c2ccccc2)CC1 (stereo not drawn)	-0.9	-2	0	-18	0	0	2	-1	16
CC(C)(C)c1cc(OC(=O)C2CCCC2)ccc1O	7.8	-7	-4	3	-23	-1	20	-7	-20
Cc1sc(NC(=O)Nc2ccccc2)c(C(N)=O)c1C	0.0	0	-4	-5	-10	0	11	-16	-7
[O-][n+]1c2c(nn1-c1ccc(Cl)c(Cl)c1)-c1nonc1CC2	-2.0	-3	2	8	11	4	2	-2	7
CC(C)n1c(SCC(=O)N2CCN(C(=O)c3ccco3)CC2)nc2c1c(=O)n(C)c(=O)n2C	0.1	-3	-2	-16	12	0	0	7	22
Cc1ccc(OCC(=O)NCCCNC(=O)c2ccccn2)cc1	-2.0	-2	-6	8	7	-3	11	-4	-16
COC(=O)c1ccc2c(c1O)C(=O)c1ccccc1C2=O	-0.7	0	15	5	-11	5	0	1	10
Cn1cnnc1SC1CCCCC1NS(=O)(=O)c1ccccc1 (stereo not drawn)	-0.2	2	8	5	-5	10	-1	-1	17

Compound activity from PubChem.

Random draw from the library. Share with any hit: about 4.2%.
